# Source: PubChem BioAssay
# CHO-K1 Ca PAM: M1 PAM counterscreen hit in parental CHO-K1 cells; 360,000 compounds, 0.02% hits; ATP EC20, Fluo-8 calcium fluorescence; 0% at ATP EC20, 100% at ATP max; activation, % at 3 µM; AID 602247;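 active = activation above the run cutoff, the mean activation of all test compounds plus 3 SD, cut at about 40% in these data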;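 also: peak over basal fluorescence ratio in a 140 s read after ATP addition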
# CHRM5 antagonist: antagonists of human muscarinic M5 receptor (CHRM5) | P08912 | CHO-hM5 cells, Fluo-8 calcium fluorescence, ACh EC80 | inhibition, % at 3 µM | 360,000 compounds, 0.59% hits;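 active = inhibition above a per-plate cutoff, the mean of that plate's test compounds plus 3 SD, cut at about 27% in these data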;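 also: 0% = acetylcholine EC80 with DMSO and 100% = DMSO without agonist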
# M5 ag: CHRM5 agonism in calcium assay | activation, % at 3 µM | CHO-K1 hM5 cells, Fluo-8 calcium fluorescence; 0% DMSO wells, 100% maximal acetylcholine response | AID 624037 | 360,000 compounds, 0.19% hits;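 active = activation above the run's mean over test compounds plus 3 SD, cut at about 23% in these data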;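 also: signal is peak over basal fluorescence ratio across the kinetic read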
# CHRM4 antagonist: CHRM4 antagonism in calcium assay | CHO-hM4 cells, ACh EC80, Fluo-8 calcium fluorescence | inhibition, % at 3 µM | 360,000 compounds, 0.73% hits;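 active = inhibition above its plate's cutoff, the mean inhibition of sample wells plus 3 SD, cut at about 27% in these data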;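 also: 0% = acetylcholine EC80 with DMSO and 100% = DMSO without agonist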
# Target sequence (P08173 whole entry, looked up): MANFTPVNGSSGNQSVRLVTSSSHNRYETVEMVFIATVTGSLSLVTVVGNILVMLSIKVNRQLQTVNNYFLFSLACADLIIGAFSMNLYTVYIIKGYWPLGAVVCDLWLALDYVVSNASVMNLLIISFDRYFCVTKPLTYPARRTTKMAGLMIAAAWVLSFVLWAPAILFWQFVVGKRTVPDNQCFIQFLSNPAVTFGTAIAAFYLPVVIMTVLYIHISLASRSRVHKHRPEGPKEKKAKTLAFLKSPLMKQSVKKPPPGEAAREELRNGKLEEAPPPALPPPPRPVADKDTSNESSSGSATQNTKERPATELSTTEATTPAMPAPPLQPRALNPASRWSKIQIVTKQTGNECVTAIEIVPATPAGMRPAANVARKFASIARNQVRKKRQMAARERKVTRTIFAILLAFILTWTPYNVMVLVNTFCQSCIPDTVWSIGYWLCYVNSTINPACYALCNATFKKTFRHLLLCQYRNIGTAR
# CHRM4 agonist: CHRM4 agonism in calcium assay. 360,000 compounds, 0.14% hits. activation, % at 3 µM. AID 624127. CHO-K1 hM4/Gqi5, Fluo-8 calcium fluorescence; vehicle 0%, full acetylcholine response 100%. P08173;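 active = activation above the run mean over all test wells plus 3 SD, cut at about 32% in these data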;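 also: peak over basal fluorescence ratio per well then scaled between controls; 0% = DMSO wells and 100% = acetylcholine at EC100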
# CHO-K1 Ca antag: M1 antagonist counterscreen hit in parental CHO-K1 cells | ATP-induced calcium, Fluo-8 fluorescence | AID 602250 | inhibition, % at 3 µM | 360,000 compounds, 0.6% hits;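 active = inhibition above a per-plate cutoff, the plate's mean sample inhibition plus 3 SD, cut at about 24% in these data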;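 also: 0% = DMSO plus EC80 ATP and 100% = DMSO alone without ATP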
# CHRM4 PAM: positive allosteric modulators of human muscarinic M4 receptor; AID 624126; CHO-K1 hM4/Gqi5, Fluo-8 calcium fluorescence, ACh EC20; 0% = ACh EC20, 100% = maximal ACh; activation, % at 3 µM; 360,000 compounds, 0.4% hits; P08173;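 active = activation above its plate's cutoff, the mean activation of sample wells plus 3 SD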; also: some results filed as inactive read as strong as hits
# M5 PAM: CHRM5 positive allosteric modulation. P08912. CHO-K1 hM5, Fluo-8 calcium, ACh EC20 PAM; 0% = ACh EC20, 100% = ACh EC100. activation, % at 3 µM. 360,000 compounds, 0.3% hits. AID 624038;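 active = activation above the run cutoff, the mean activation of all test compounds plus 3 SD, cut at about 18% in these data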
#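 Assay system: CHO-K1 hM5 cells. Also added: acetylcholine at EC20 concentration, added after compound. Dosing: 3 µM, single dose. Times: compound preincubation 140 s before EC20 acetylcholine addition. Signal: Fluo-8 calcium fluorescence. Measure: % activation relative to EC20 and EC100 ACh responses. Repeats: singlicate, one well per test compound.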
# CHO-K1 Ca ag: counter-screen for M1 agonists: effect in parental CHO-K1 cells | Fluo-8 calcium fluorescence; scaled to maximal ATP response, vehicle zero | activation, % at 3 µM | 360,000 compounds, 0.48% hits | AID 602248; in the data active = activation above about 15%;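 also: untransfected CHO-K1 host cells lacking M1 receptor as counterscreen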
# Numbers without * were called inactive.
# Order of values: CHO-K1 Ca PAM | CHRM5 antagonist | M5 ag | CHRM4 antagonist | CHRM4 agonist | CHO-K1 Ca antag | CHRM4 PAM | M5 PAM | CHO-K1 Ca ag
- Cc1cc2oc(=O)cc(-c3cc4ccccc4o3)c2cc1OC(=O)N(C)C
    -8 | -9 | -1 | 7 | 1 | -4 | -5 | 0 | 0.3
- CCN(CC)CC(=O)Nc1ccc(Cl)cc1C(=O)c1ccccc1
    -4 | 3 | -9 | -4 | -2 | 10 | -3 | 1 | -0.4
- CCn1c(O)c(C=NCCN2CCOCC2)c(=O)[nH]c1=S
    5 | 8 | 1 | -2 | 1 | -9 | -8 | -2 | 0.5
- CC(CCc1ccccc1)NC(C)C(O)c1ccc(O)cc1 (stereo not drawn)
    12 | 5 | -1 | 8 | 1 | -2 | -10 | -5 | 1.4
- Cc1ccsc1CNCCc1ccccc1F
    30 | -1 | -9 | 2 | 1 | -14 | 0 | 8 | 2.3
- COc1cccc(CNC(=O)CCC(=O)N2C[C@H]3C[C@H](C2)c2cccc(=O)n2C3)c1OC
    9 | 3 | 1 | -10 | 0 | 5 | 0 | 2 | 0.2
- O=C1NC(=S)NC(=O)C12C(c1ccccc1)NC(=S)NC2c1ccccc1 (stereo not drawn)
    12 | -8 | 0 | -1 | 0 | -3 | -6 | 7 | 0.4
- CCOCCCNC(=O)CN1C2CCC1CC(O)(c1ccc(OC)cc1)C2 (stereo not drawn)
    2 | -4 | -1 | 1 | 0 | -7 | 7 | 10 | 0.0
- COC(=O)C1=C(c2ccc(F)cc2OCc2ccccc2)C[C@@H]2CC[C@H]1N2C(=O)NCc1ccc(C(F)(F)F)cc1
    2 | 20 | -4 | 19 | 5 | -8 | -12 | -13 | 0.9
- CC1(C)Cc2c(sc3c2C(=O)NC(c2cccnc2)N3)CO1 (stereo not drawn)
    7 | 0 | -2 | -1 | 1 | -9 | 6 | 0 | 0.6
- CSCCC(c1nnnn1C1CCCC1)N1CCC2(CC1)C(=O)NCN2c1ccccc1 (stereo not drawn)
    2 | 1 | 8 | 3 | 15 | -13 | -10 | -8 | 4.1
- O=C(COc1ccccc1)N1CCN(C2CCCC2)CC1
    14 | 7 | -8 | 3 | 0 | -6 | -5 | -8 | 0.3
- CC(=NCCO)c1c(O)n(C2CCCCC2)c(=O)[nH]c1=O
    16 | -7 | -1 | -7 | 1 | -13 | 6 | 1 | 0.3
- CN(C)CCN=Cc1c(O)n(Cc2ccco2)c(=O)[nH]c1=O
    3 | -2 | -1 | 8 | 0 | -6 | -4 | 0 | -0.2
- CC(=O)C1CCC2(O)C3CCC4=CC(=O)CCC4(C)C3CCC12C (stereo not drawn)
    24 | 15 | 1 | -5 | 3 | 2 | 0 | -2 | 1.2
- Cc1cc(/C=C2\C(=O)NC(=O)N(c3ccc(Cl)cc3)C2=O)c(C)n1C
    13 | -18 | -1 | -5 | 1 | -14 | 17 | 7 | -0.5
- CCOC(=O)CC(SP1(=S)OCC2(CCCCC2)CO1)C(=O)OCC (stereo not drawn)
    7 | 4 | 1 | 1 | 11 | -12 | -4 | -25 | 1.6
- O=C1NC(=O)C(=CN2CCc3ccccc32)C(=O)N1
    21 | 0 | 0 | 8 | 1 | -4 | 2 | -2 | 1.5
- CCCCCCC(N)CC(=O)O (stereo not drawn)
    9 | -1 | -4 | -20 | 1 | -6 | 7 | -2 | -0.6
- COc1ccc(CCNCc2cccn2C)cc1
    5 | -1 | 0 | 0 | 0 | -5 | 0 | 0 | 0.4
- CCCCCn1c(=O)c(C(=O)Nc2ncccc2C)c(O)c2ccccc21
    19 | -6 | -5 | -18 | 1 | -4 | 6 | 4 | 0.5
- CC1([N+](=O)[O-])COP(=O)(NCc2cccnc2)OC1 (stereo not drawn)
    6 | 7 | 3 | -4 | 0 | -13 | 2 | 0 | 0.5
- CCOC(=O)[C@]12Cc3cc(Cl)ccc3[C@H]1N(C(C)C)C(=O)c1ccccc12
    13 | 5 | 2 | 1 | -2 | -3 | 16 | 10 | 2.7
- Cc1ccc(NC(=O)c2ccc(C)c(S(=O)(=O)N3CCCCC3)c2)nc1
    12 | 12 | -1 | -6 | 2 | -12 | -1 | -2 | 1.0
- COc1ccc(-c2ccc3c(c2)CNCc2cnnn2-3)cc1
    12 | -7 | 0 | -6 | 3 | 10 | -2 | 1 | 1.4
- C=CCC1(CC)C(=O)NC(=S)NC1=O
    -8 | 3 | 1 | -10 | 1 | 3 | 3 | -2 | 0.2
- COC(=O)C1=C(c2cccc(OC)c2OC)C[C@@H]2CC[C@H]1N2C(=O)NCCO
    -19 | -1 | 4 | -4 | 1 | 6 | 12 | 5 | -0.1
- CCOC(=O)[C@]12Cc3c(cc(OC)c(OC)c3OC)[C@H]1N(CCC(=O)OC)C(=O)c1ccccc12
    -4 | 7 | 1 | 1 | 0 | -19 | 0 | -3 | 0.3

# Twelve structures out of the list, ordered by length of the SMILES, low to high:
# Order of values: CHO-K1 Ca PAM | CHRM5 antagonist | M5 ag | CHRM4 antagonist | CHRM4 agonist | CHO-K1 Ca antag | CHRM4 PAM | M5 PAM | CHO-K1 Ca ag
- CCCCCCC(N)CC(=O)O (stereo not drawn)
    9 | -1 | -4 | -20 | 1 | -6 | 7 | -2 | -0.6
- COc1ccc(CCNCc2cccn2C)cc1
    5 | -1 | 0 | 0 | 0 | -5 | 0 | 0 | 0.4
- COc1ccc(-c2ccc3c(c2)CNCc2cnnn2-3)cc1
    12 | -7 | 0 | -6 | 3 | 10 | -2 | 1 | 1.4
- CC1([N+](=O)[O-])COP(=O)(NCc2cccnc2)OC1 (stereo not drawn)
    6 | 7 | 3 | -4 | 0 | -13 | 2 | 0 | 0.5
- CN(C)CCN=Cc1c(O)n(Cc2ccco2)c(=O)[nH]c1=O
    3 | -2 | -1 | 8 | 0 | -6 | -4 | 0 | -0.2
- CCOC(=O)CC(SP1(=S)OCC2(CCCCC2)CO1)C(=O)OCC (stereo not drawn)
    7 | 4 | 1 | 1 | 11 | -12 | -4 | -25 | 1.6
- CC(=O)C1CCC2(O)C3CCC4=CC(=O)CCC4(C)C3CCC12C (stereo not drawn)
    24 | 15 | 1 | -5 | 3 | 2 | 0 | -2 | 1.2
- Cc1ccc(NC(=O)c2ccc(C)c(S(=O)(=O)N3CCCCC3)c2)nc1
    12 | 12 | -1 | -6 | 2 | -12 | -1 | -2 | 1.0
- Cc1cc(/C=C2\C(=O)NC(=O)N(c3ccc(Cl)cc3)C2=O)c(C)n1C
    13 | -18 | -1 | -5 | 1 | -14 | 17 | 7 | -0.5
- COC(=O)C1=C(c2cccc(OC)c2OC)C[C@@H]2CC[C@H]1N2C(=O)NCCO
    -19 | -1 | 4 | -4 | 1 | 6 | 12 | 5 | -0.1
- CCOC(=O)[C@]12Cc3cc(Cl)ccc3[C@H]1N(C(C)C)C(=O)c1ccccc12
    13 | 5 | 2 | 1 | -2 | -3 | 16 | 10 | 2.7
- CCOC(=O)[C@]12Cc3c(cc(OC)c(OC)c3OC)[C@H]1N(CCC(=O)OC)C(=O)c1ccccc12
    -4 | 7 | 1 | 1 | 0 | -19 | 0 | -3 | 0.3

# Not all compounds are listed; count on the stated rates, not on these rows.
